# LAP4 TOR yeast = modulators of LAP4-GFP expression in yeast, primary screen, S. cerevisiae, multiplex flow cytometry, MLPCN library | 3 h; median GFP as percent of DMSO wells | GFP response vs DMSO, % at 10 µM | 0.34% of 320,000 active | AID 2023, 2009;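 active means GFP response vs DMSO above a set limit, about the screen mean plus 3 SD, cut at about 150% in these data; inconclusive means under 70 cell events counted for the yeast strain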
# proCasp3 act = activators of human procaspase-3 D3A mutant, primary screen, biochemical, absorbance, PC-3 D3A mutant, single concentration. Caspase-3 (Homo sapiens), P42574. recombinant procaspase-3 D3A, Ac-DEVD-pNA absorbance 405 nm. activation, % at 8.5 µM. 0.11% of 330,000 active. AID 463141, 2010;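 active means activation above the mean of all tested compounds plus 3 SD, cut at about 21% in these data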;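 further: 0% = DMSO alone and 100% = DMSO wells spiked with extra 5 µM PC-3 D3A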
# Target sequence (P42574 whole entry D9A/D28A/D175A): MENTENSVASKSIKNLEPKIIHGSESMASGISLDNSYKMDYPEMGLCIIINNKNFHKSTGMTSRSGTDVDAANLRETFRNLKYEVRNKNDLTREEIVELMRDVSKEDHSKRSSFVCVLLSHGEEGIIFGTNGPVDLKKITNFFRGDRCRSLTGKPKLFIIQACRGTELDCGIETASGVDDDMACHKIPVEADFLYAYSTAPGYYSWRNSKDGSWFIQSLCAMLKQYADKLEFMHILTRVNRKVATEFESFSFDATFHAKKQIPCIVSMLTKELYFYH
#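 assay system = Procaspase-3 D3A mutant | signal = absorbance at 405 nm, 0 and 120 min | times = 1 h preincubation plus 2 h reaction at 25 °C | repeats = single replicate | read-out = % activation between DMSO and enzyme-spiked controls | medium = Zinc-free HEPES saline buffer with Triton X-100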
# AHR act = AHR activators, primary screen, cell-based, luminescence, luciferase reporter, human; AHR-responsive luciferase reporter cells; activation, % at 5 µM; Aryl hydrocarbon receptor (Homo sapiens), P35869; 2.5% of 320,000 active; AID 2796, 2010; in the data active means activation above about 47%;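 further: 0% = vehicle wells and 100% = reference agonist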
# MEP2-GFP yeast = modulators of MEP2-GFP levels in yeast, primary screen, S. cerevisiae, multiplex flow cytometry, MLPCN library | 0.51% of 330,000 active | AID 2016, 2009 | GFP response vs DMSO, % at 10 µM | S. cerevisiae MEP2-GFP strain, 3 h; 100% = DMSO control level;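 active means GFP response versus DMSO above a set limit, roughly screen mean plus 3 SD, cut at about 180% in these data; inconclusive means fewer than 70 cells counted for a yeast strain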;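 further: median GFP fluorescence of the barcode-gated MEP2-GFP cells per well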
# procasp7 counter = procaspase-7 activators, primary screen, counter-screen for procaspase-3 activator project, biochemical, absorbance, HTS, human; recombinant procaspase-7, Ac-DEVD-pNA absorbance 405 nm; D23A/D198A/D206A triple mutant, cannot self-cleave; scale: DMSO 0, 5 µM enzyme 100; activation, % at 8.5 µM; 0.093% of 330,000 active; AID 463210, 2010;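 active means percent activation above the screen-wide mean plus 3 SD, cut at about 25% in these data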
# Target sequence (P55210 whole entry D23A/D198A/D206A): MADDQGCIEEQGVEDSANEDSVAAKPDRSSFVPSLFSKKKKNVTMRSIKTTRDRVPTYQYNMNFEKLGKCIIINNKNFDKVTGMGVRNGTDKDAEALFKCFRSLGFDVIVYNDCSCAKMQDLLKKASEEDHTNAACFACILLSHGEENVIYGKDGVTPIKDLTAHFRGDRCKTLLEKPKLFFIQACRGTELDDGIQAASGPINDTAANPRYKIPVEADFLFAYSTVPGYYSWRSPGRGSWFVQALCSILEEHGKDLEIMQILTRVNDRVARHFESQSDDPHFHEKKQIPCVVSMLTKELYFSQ
#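 System: Procaspase-7 triple mutant (PC-7 D3A); measure: % activation from two-timepoint absorbance difference, scaled to controls; times: 1 h compound preincubation, 2 h substrate cleavage, 25 °C; also added: Ac-DEVD-pNA substrate, 400 µM as added; measured by: Epi-absorbance of released pNA at 405 nm, two timepoints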
# RPL19A TOR yeast = RPL19A-GFP expression modulators in yeast, primary screen, cell-based, S. cerevisiae, multiplex flow cytometry, MLPCN. S. cerevisiae RPL19A-GFP strain, 3 h; stronger effect = lower value. percent response vs DMSO, % at 10 µM. 0.3% of 330,000 active. AID 2025, 2009;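 active means percent response vs DMSO below 50%; inconclusive means fewer than 70 events counted for the yeast strain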;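 further: median channel GFP fluorescence of the barcoded RPL19A-GFP strain; ratio of sample median GFP to plate DMSO average so 100% = DMSO; lower means less RPL19A-GFP as with rapamycin TOR inhibition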
# CIT2 TOR yeast = modulators of CIT2-GFP expression in yeast, primary screen, S. cerevisiae, GFP fusion, multiplex flow cytometry, MLPCN library; GFP response vs DMSO, % at 10 µM; 0.065% of 320,000 active; S. cerevisiae CIT2-GFP strain, 3 h; 100 means same as DMSO wells; AID 2029, 2009;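 active means GFP response relative to DMSO above a set limit, near the screen mean plus 3 SD, cut at about 150% in these data; inconclusive means Fewer than 70 cells measured for a yeast strain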;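 further: ratio of well median GFP fluorescence to mean of DMSO wells on the plate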
# AGP1-GFP MLPCN = modulators of AGP1-GFP expression in yeast TOR pathway, primary screen, cell-based, multiplex flow cytometry, S. cerevisiae, MLPCN library. 3 h; GFP as percent of DMSO wells. GFP response vs DMSO, % at 10 µM. 0.02% of 320,000 active. AID 2066, 2009;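 active means GFP response relative to DMSO above a set limit, near screen average plus 3 SD, cut at about 150% in these data; inconclusive means fewer than 70 cells counted for the yeast strain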;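 further: median GFP channel fluorescence of the gated AGP1 strain per well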
# * = called active by the depositor; ? = inconclusive. Not a hit list; about 3.5% have a hit in one of these screens.
SMILES,LAP4 TOR yeast,proCasp3 act,AHR act,MEP2-GFP yeast,procasp7 counter,RPL19A TOR yeast,CIT2 TOR yeast,AGP1-GFP MLPCN
O=C(c1ccc(OC2CCN(CCc3ccccc3)CC2)cc1)N1CCC(CO)CC1,90.7,7.5,3.4,102.7,4.1,100.3,109.1,101.3
O=C(Nc1ccc(Cl)cc1)Nc1ccc(N2CCC(C(F)(F)F)CC2)nc1,107.9,-4.1,2.9,99.1,3.0,93.4,89.6,100.4
O=S(=O)(c1ccc(Br)cc1)N1CCCN(Cc2cccc(F)c2)CC1,96.2,-3.7,2.7,103.3,-10.6,103.5,106.7,98.2
O=C(CCC1CCCC1)Nc1ccccc1-c1ccccc1,98.4,13.3,0.9,90.8,-1.3,103.8,101.8,99.6
CCCCC(=O)NC(c1ccccc1)c1ccc2cccnc2c1O (stereo unspecified),92.3,0.1,1.7,104.8,-2.3,105.0,111.2,101.9
CCOc1ccc(NC(=O)CC2C(=O)N(c3ccc(OC)cc3)C(=O)N2CCc2ccc(OC)c(OC)c2)cc1 (stereo unspecified),96.6,-3.9,0.8,98.0,-1.8,96.7,98.1,93.5
O=[N+]([O-])c1ccc2c(c1)nc1n2CCCCC1,100.9,5.9,-0.4,103.4,5.0,98.2,95.5,102.6
CC1=C(C(=O)Nc2ccccc2)C(c2ccncc2)n2nnnc2N1 (stereo unspecified),95.8,-1.4,3.4,100.2,8.7,98.9,94.7,97.5
CCN1C(=O)/C(=C\C=C2/C=CC=CN2CC)SC1=S,102.1,-10.6,15.7,104.1,-28.7,100.7,100.0,103.8
CSc1ccccc1NC(=O)CNCCCN1CCOCC1,96.5,-2.7,0.6,104.8,-1.0,103.7,96.4,102.4
N=c1c(C(=O)NCC2CCCO2)cc2c(=O)n3ccccc3nc2n1Cc1ccc(Cl)cc1 (stereo unspecified),94.7,-17.8,3.6,112.4,-14.6,97.9,90.7,17.1
Cc1cccc(C(=O)Nc2ccccc2C(=O)OCc2c(C)noc2C)c1,91.8,3.3,-4.5,103.9,7.9,99.4,98.8,95.6
CC1CCN(CCCNC(=O)C2CCC(CNS(=O)(=O)c3cccc4nsnc34)CC2)CC1 (stereo unspecified),142.9,0.2,0.8,93.3,3.7,88.2,92.5,102.9
Nc1nc(NCc2ccccc2)nc(-c2ccccc2)n1,98.8,8.8,4.3,99.6,-8.8,93.7,96.9,93.7
Cc1ccc(CNC(=O)CCNC(=O)c2ccc(Br)o2)cc1,88.5,5.0,0.5,92.0,7.0,100.2,93.3,86.6
O=C(NCc1ccccc1)C1(C(F)(F)F)C/C(=C\CCO)CCCO1 (stereo unspecified),111.2,1.7,3.9,99.8,0.9,108.0,95.5,97.3
Cc1ccc(S(=O)(=O)N(C)C)cc1NC(=O)COC(=O)Cc1ccc(Br)cc1,97.7,0.1,0.2,97.4,3.2,100.7,106.7,107.5
Clc1cccc(Cl)c1Cn1cnc2c(N3CCCCCC3)ncnc21,86.9,5.8,1.4,93.0,-1.9,118.8,69.3,79.7
CCOc1ccc(-c2nn(-c3ccccc3)cc2/C=C2\SC(=S)N(C3CCS(=O)(=O)C3)C2=O)cc1 (stereo unspecified),103.8,-1.4,2.9,99.9,-3.1,101.8,91.9,101.5
O=[N+]([O-])c1ccc2c(c1)oc1ccccc12,102.0,-18.9,-12.4,104.3,1.8,106.2,105.5,101.0
COc1cccc(C(=O)OCCCN(C)C)c1,102.6,-0.2,-3.0,108.0,-4.1,102.7,102.7,99.6
CCOc1ccccc1N1CSC2=C(C#N)C(c3c(OC)ccc4ccccc34)CC(=O)N2C1 (stereo unspecified),98.2,-22.3,17.2,98.9,-29.6,96.3,90.7,97.3
C/C(=N\NC(N)=S)C1(C)CC2(CC(C)(C)OC2=O)C(=O)O1 (stereo unspecified),104.3,1.7,1.1,98.4,-2.1,97.1,105.9,96.8
Cn1nccc1NS(=O)(=O)c1ccc(NC(=O)C(F)(F)F)cc1,107.9,12.1,14.7,94.5,1.0,98.3,102.2,107.1
COc1ccc(OC)c(Nc2nc(NCc3ccco3)c3ccccc3n2)c1,87.2,-2.7,60.2*,102.7,0.8,100.2,98.2,96.0
O=C(NCc1ccccc1)c1ccc(-c2ccccc2F)o1,115.0,5.1,13.8,95.0,-2.4,95.3,95.8,77.6
O=C(O)c1nccnc1C(=O)NCc1csc2ccc(Cl)cc12,107.7,-2.4,-1.0,96.0,4.8,95.8,95.2,100.7
CCc1nn(CCCC(=O)N2CCc3ccccc3C2)c(=O)c2cc3occc3n12,88.4,-1.1,-3.2,93.0,2.0,90.3,100.6,88.8
CCc1nc2ccccc2c(C(=O)O)c1C,109.4,8.7,5.9,110.4,2.7,112.7,112.8,115.7
O=C(CN1CCN(Cc2ccccc2)CC1)NCC1COc2ccccc2O1 (stereo unspecified),98.2,3.5,-1.2,103.7,7.3,102.2,105.0,102.5
COCCCNC(=O)C1CCCCN1S(=O)(=O)c1ccc(F)cc1 (stereo unspecified),98.2,4.9,1.3,104.8,5.6,107.5,111.5,107.6
COc1ccc(NC2CS(=O)(=O)CC2NCc2ccccc2)cc1 (stereo unspecified),97.6,6.9,2.2,104.9,1.5,103.8,103.6,112.5
CCCCN1C(=O)C(=O)N(CC(=O)c2cc(C)n(-c3cc(C)on3)c2C)C1=O,101.0,4.6,1.0,97.1,9.8,100.5,92.6,99.9
COC(=O)[C@H](Cc1c[nH]c2ccccc12)NC(=O)NCc1ccc(OC)c(OC)c1,88.9,-3.2,4.0,98.2,9.3,99.0,94.1,95.3
CC(C)Oc1cccc(C(=O)C2CCCN(Cc3cccn3-c3ccccn3)C2)c1 (stereo unspecified),100.8,3.8,8.8,105.4,-13.6,100.6,109.4,108.5
O=C(c1ccco1)N1CCN(C(=O)c2ccccc2OCc2ccccc2)CC1,88.4,6.0,1.0,92.5,-5.1,96.4,106.5,97.4
CCCc1c2ccccc2nc2ccccc12,109.5,2.9,5.7,118.5,5.8,112.3,121.0,113.7
O=C(NCCCN1CCCC1=O)c1cc(S(=O)(=O)N2CCOCC2)ccc1Cl,91.7,2.6,1.1,96.7,10.2,95.8,98.8,91.3
COc1ccc(C(CNC(=O)Cc2ccc3ccccc3c2)N(C)C)cc1 (stereo unspecified),114.7,1.4,1.3,116.1,0.3,106.1,102.9,103.3
COc1cc(NS(=O)(=O)c2ccc3c(c2)oc(=O)n3C)cc(OC)c1OC,99.3,-4.5,0.2,101.5,5.1,98.2,97.8,103.1
COc1ccc(N2CCN(C(CNC(=O)C(C)(C)C)c3ccco3)CC2)cc1 (stereo unspecified),?,-7.0,4.4,?,-0.5,?,?,?
CC1(C)C2CC[C@]1(C)C(=O)N(CCCCN1CCN(c3ccccn3)CC1)C2=O,91.8,5.7,20.7,101.2,-4.2,96.5,94.1,90.4
COc1ccc(CCNc2ncccc2C#N)cc1OC,102.9,-10.1,17.8,99.6,-3.6,94.6,94.0,95.4
O=C(O)c1cccc(CN2C(=O)S/C(=C/c3cccc([N+](=O)[O-])c3)C2=O)c1,102.5,-13.0,2.3,155.5,-25.0,53.1,81.5,22.4
COCCNC(=O)C1CC(=O)N(c2ccc(OC)cc2)C1c1ccc(OC)cc1 (stereo unspecified),106.8,2.5,0.1,100.4,1.8,96.6,111.3,104.4
O=C(CNC(=O)c1ccncc1)N/N=C/c1cc(Br)ccc1OCc1ccccc1,115.5,1.1,0.7,96.4,2.4,91.9,96.5,115.0

# An excerpt of these results, with values under each structure:
# Each structure is followed by: LAP4 TOR yeast, proCasp3 act, AHR act, MEP2-GFP yeast, procasp7 counter, RPL19A TOR yeast, CIT2 TOR yeast, AGP1-GFP MLPCN
COc1ccc(OC)c(Nc2nc(NCc3ccco3)c3ccccc3n2)c1
    87.2, -2.7, 60.2*, 102.7, 0.8, 100.2, 98.2, 96.0
O=C(NCc1ccccc1)c1ccc(-c2ccccc2F)o1
    115.0, 5.1, 13.8, 95.0, -2.4, 95.3, 95.8, 77.6

# Compounds shown so far with fluorine:
SMILES,LAP4 TOR yeast,proCasp3 act,AHR act,MEP2-GFP yeast,procasp7 counter,RPL19A TOR yeast,CIT2 TOR yeast,AGP1-GFP MLPCN
O=C(Nc1ccc(Cl)cc1)Nc1ccc(N2CCC(C(F)(F)F)CC2)nc1,107.9,-4.1,2.9,99.1,3.0,93.4,89.6,100.4
O=S(=O)(c1ccc(Br)cc1)N1CCCN(Cc2cccc(F)c2)CC1,96.2,-3.7,2.7,103.3,-10.6,103.5,106.7,98.2
O=C(NCc1ccccc1)C1(C(F)(F)F)C/C(=C\CCO)CCCO1 (stereo unspecified),111.2,1.7,3.9,99.8,0.9,108.0,95.5,97.3
Cn1nccc1NS(=O)(=O)c1ccc(NC(=O)C(F)(F)F)cc1,107.9,12.1,14.7,94.5,1.0,98.3,102.2,107.1
O=C(NCc1ccccc1)c1ccc(-c2ccccc2F)o1,115.0,5.1,13.8,95.0,-2.4,95.3,95.8,77.6
COCCCNC(=O)C1CCCCN1S(=O)(=O)c1ccc(F)cc1 (stereo unspecified),98.2,4.9,1.3,104.8,5.6,107.5,111.5,107.6

# Screening data: PubChem, several laboratories
